Bioassay records deposited in PubChem BioAssay by several laboratories.
FLuc act counter: affects firefly luciferase, flagging false hits in luciferase stimulation screens; 200,000 tested, under 10 active; activation factor at 10 µM; AID 1027; P08659; ATPlite luciferase biochemical, luminescence, 10 min; 0 = ATP-free wells, 1 = DMSO control;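 active means luciferase activation factor, scaled between plate controls, of at least 2 with compound at 10 µM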
Target sequence (P08659 whole entry, looked up): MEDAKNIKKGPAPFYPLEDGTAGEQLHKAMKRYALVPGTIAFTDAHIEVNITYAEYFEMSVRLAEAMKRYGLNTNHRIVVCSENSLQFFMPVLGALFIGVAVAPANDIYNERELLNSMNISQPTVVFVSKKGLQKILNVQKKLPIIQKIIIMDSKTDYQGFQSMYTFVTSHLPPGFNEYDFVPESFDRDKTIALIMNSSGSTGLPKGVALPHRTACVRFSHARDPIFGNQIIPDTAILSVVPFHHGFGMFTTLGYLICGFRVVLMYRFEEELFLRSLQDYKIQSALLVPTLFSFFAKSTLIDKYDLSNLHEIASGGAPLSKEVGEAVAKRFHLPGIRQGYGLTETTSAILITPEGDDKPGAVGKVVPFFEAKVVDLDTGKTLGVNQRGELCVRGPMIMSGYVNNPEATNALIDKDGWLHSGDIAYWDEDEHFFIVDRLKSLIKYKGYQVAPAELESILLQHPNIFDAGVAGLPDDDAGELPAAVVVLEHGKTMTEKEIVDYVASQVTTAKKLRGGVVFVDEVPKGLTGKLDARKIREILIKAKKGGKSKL
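assay system = Luciferase/luciferin detection reagent, cell-free biochemical luciferase assay | also added = ATP substrate | times = 10 min post-reagent at room temperature | measured by = luminescence from luciferase reaction | measure = luciferase activation, seen as luminescence increase over controls | benchmarks = low control with PBS replacing ATP, high control enzyme plus ATP without compound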
APP transl inh: APP translation inhibition; actives 0.82% (n = 190,000); inhibition, % at 2 µM; SH-SY5Y APP 5'UTR-luciferase reporter, luminescence;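 active means inhibition above a set limit, derived from the sample mean plus 3 SD, cut at about 45% in these data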; further: values of inactives mirror those of a sister screen read the other way
ROMK mod: modulators of human ROMK potassium channel; Tet-inducible ROMK, thallium flux fluorescence; actives lie on both sides; AID 1918; P48048; B-score at 10 µM; actives 2% (n = 130,000);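 active means signal ratio slope over the read window, or its plate-corrected B-score, at least 3 SD from the plate mean, either direction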;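 further: B-score of the F/F0 ratio slope over 7 to 12 s after thallium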
Target sequence (P48048 whole entry, looked up): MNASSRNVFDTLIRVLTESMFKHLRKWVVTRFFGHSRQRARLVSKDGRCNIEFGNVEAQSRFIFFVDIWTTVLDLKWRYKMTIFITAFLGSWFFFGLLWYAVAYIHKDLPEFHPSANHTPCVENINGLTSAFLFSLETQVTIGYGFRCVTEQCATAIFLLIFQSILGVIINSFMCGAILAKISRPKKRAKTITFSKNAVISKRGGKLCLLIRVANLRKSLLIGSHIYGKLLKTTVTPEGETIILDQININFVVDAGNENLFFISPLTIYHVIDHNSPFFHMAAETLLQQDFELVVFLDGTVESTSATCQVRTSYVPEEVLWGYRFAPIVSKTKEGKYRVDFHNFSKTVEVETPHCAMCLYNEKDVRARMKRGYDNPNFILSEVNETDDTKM
FLuc inh counter: counter-screen for luciferase assay inhibitors: firefly luciferase inhibition. ATPLite firefly luciferase biochemical luminescence, 10 min. inhibition, % at 10 µM. actives 1.5% (n = 200,000);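 active means inhibition above about 50% when tested at 10 µM, limit read from the data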
STAT1 blocker: reduces IFN-gamma driven STAT1 reporter signal | NIH 3T3 STAT1-luciferase reporter, luminescence | inhibition, % at 5.5 µM | actives 0.35% (n = 200,000) | AID 920;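 active means inhibition above a set limit, the mean inhibition across all tested compounds plus 3 SD, cut at about 34% in these data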;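 further: 0% = IFN-gamma with DMSO and 100% = IFN-gamma with 300 µM nifuroxazide; values of inactives mirror those of a sister screen read the other way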
STAT3 blocker: STAT3 signaling inhibition; actives 0.89% (n = 190,000); inhibition, % at 5.5 µM; U3A cells, IL-6 STAT3-luciferase reporter, luminescence; host cell line lacks STAT1;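 active means inhibition above the mean inhibition across all screened compounds plus 3 SD, cut at about 44% in these data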;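 further: 0% = DMSO only wells and 100% = 100 µM nifuroxazide control wells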
STAT3 activator: increases IL-6 driven STAT3 reporter signal | U3A cells, IL-6 STAT3-luciferase reporter, luminescence; 100% = signal with IL-6 EC80 alone | activation (% of control), % at 5.6 µM | actives 0.91% (n = 190,000);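 active means activation above the screen-wide mean of compound activation plus 3 SD, cut at about 130% in these data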;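 further: 0% = background luminescence of wells with medium and substrate only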
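Material: STAT3-luciferase reporter U3A cells; Probe or stimulus: IL-6 (33 ng/mL); Incubation: compound pre-incubation 1 h before IL-6, then 6 h stimulation at 37 °C; Technique: luminescence from STAT3-driven luciferase reporter; Evaluation: % activation versus median of IL-6-stimulated wells; Controls: IL-6-only high control.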
APP 5'UTR act: APP 5'UTR luciferase reporter activation; SH-SY5Y APP 5'UTR luciferase reporter, luminescence; zero percent = DMSO vehicle wells; activation, % at 2 µM; actives 1% (n = 190,000);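 active means activation above a set limit, based on mean plus 3 SD of controls, cut at about 140% in these data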; further: values of inactives mirror those of a sister screen read the other way
STAT1 act: STAT1 signaling activation; NIH 3T3 STAT1-luciferase reporter, IFN-gamma, luminescence; 100% = IFN-gamma alone, no compound; AID 932; actives 2.6% (n = 200,000); activation (% of control), % at 5.5 µM;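 active means activation above the screen-wide mean activation plus 3 SD, cut at about 130% in these data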;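 further: raw ratio to IFN-gamma control signal so 100% means no change and 0% no light; values of inactives mirror those of a sister screen read the other way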
NF-kB neuron act: raises NF-kB expression in human neuronal cells; NF-kB reporter expression; hits give high values; fold change at 12.5 µM; actives 1.6% (n = 190,000); in the data active means fold change above about 3.3
* hit, by the source's call; / = not tested or not shown.

Start of the data: the first four records (preview)
SMILES	FLuc act counter	APP transl inh	ROMK mod	FLuc inh counter	STAT1 blocker	STAT3 blocker	STAT3 activator	APP 5'UTR act	STAT1 act	NF-kB neuron act
COc1ccc(OC)c(-c2cc(C(=O)Nc3c(C)nn(Cc4ccccc4Cl)c3C)no2)c1	1.1	10	-1.7	-7	3	10	92	-10	97	0.55
CCC(CC)C(=O)NCCCN1CCOCC1	1	-5	0.29	-4	-3	-2	101	5	103	0.97
Cc1ccc(-n2c(CNc3cccc(Cl)c3)n[nH]c2=S)cc1	1	-2	-0.82	2	7	10	98	2	94	0.98
Cc1nn(C)cc1CNCc1c(C(=O)N2CCCCC2)nc2c(C)cccn12	1	-9	0.0043	-2	-6	2	103	9	105	1

The listing (from the top)
SMILES	FLuc act counter	APP transl inh	ROMK mod	FLuc inh counter	STAT1 blocker	STAT3 blocker	STAT3 activator	APP 5'UTR act	STAT1 act	NF-kB neuron act
COc1ccc(OC)c(-c2cc(C(=O)Nc3c(C)nn(Cc4ccccc4Cl)c3C)no2)c1	1.1	10	-1.7	-7	3	10	92	-10	97	0.55
CCC(CC)C(=O)NCCCN1CCOCC1	1	-5	0.29	-4	-3	-2	101	5	103	0.97
Cc1ccc(-n2c(CNc3cccc(Cl)c3)n[nH]c2=S)cc1	1	-2	-0.82	2	7	10	98	2	94	0.98
Cc1nn(C)cc1CNCc1c(C(=O)N2CCCCC2)nc2c(C)cccn12	1	-9	0.0043	-2	-6	2	103	9	105	1
COc1ccccc1C(=O)N/N=C(\C)c1ccc(NC(=O)C2CC2)cc1	1	-19	0.18	-5	2	2	99	19	98	1.1
COc1ccccc1C(=O)Oc1ccc(C(C)(C)C)cc1	0.7	9	0.17	27	0	1	102	-9	100	1.1
Cc1cc(C)c2nc(Cl)c(CN(Cc3ccco3)C(=O)Nc3ccccc3C)cc2c1	1	57*	/	2	0	14	91	-57	100	2.5
Cn1nc(C(=O)NCc2ccccn2)c2ccccc2c1=O	/	-5	/	/	2	4	101	5	98	1
CCN(CC)C(=O)c1ccc2c(c1[N+](=O)[O-])C(=O)c1ccccc1C2=O	1	-59	/	-2	-11	-6	100	59	110	1.5
COc1ccc(-c2nc3ccccc3n2Cc2ccccc2)cc1	1	0	-0.58	5	-2	1	97	0	101	0.94
Nc1n[nH]c(=S)n1/N=C1/C(=O)Nc2ccccc21	0.3	-21	-0.15	70*	-5	-34	129	21	103	1.2
CCc1nc2ccccc2c(C(=O)OC2CCOC2=O)c1C (stereo unspecified)	1	-1	/	0	-3	-6	108	1	103	1.2
COc1ccc(Oc2nnc(-c3ccccc3)cc2C#N)cc1	1.1	-16	/	-10	-5	32	78	16	104	1
COc1ccc(C(=O)CSc2nnc(-c3ccccc3)o2)cc1	1	6	0.072	-3	8	9	98	-6	93	1.2
COc1cc(OC)cc(C(=O)N2CCN(Cc3ccccc3Br)CC2)c1	1.1	3	-0.73	-6	-4	-9	112	-3	102	0.93
O=C(NC(=S)Nc1ccc2oc(-c3cccnc3)nc2c1)c1cccc(Cl)c1	1.1	7	/	-8	-5	2	99	-7	105	1.1
Cc1cc(N2CCN(C)CC2)nc2ccc(NC(=S)N3CCCCCC3)cc12	1	-14	0.11	-2	-4	-2	102	14	104	1
O=C(COc1ccc(Cl)cc1Cl)Nc1ccc(CN2CCCCC2)cc1	1	0	0.92	-5	-4	5	98	-1	103	1.1
Cc1cccc2sc(N(CCCN(C)C)C(=O)COc3ccc(Cl)cc3)nc12	1	14	0.0031	-2	7	24	87	-14	93	1.1
O=C(CC1C(=O)NCCN1Cc1cccc(Oc2ccccc2)c1)NCCc1ccccn1 (stereo unspecified)	1.1	-8	-0.22	-7	2	12	93	8	97	1
O=C(COC(=O)C1(c2ccc(Cl)cc2)CCCC1)NCc1ccco1	1.1	20	-2.4	-9	-7	-2	108	-20	106	1.1
Cc1ccc(OCc2nnc(SCC(=O)N3CCOCC3)n2C)cc1	1.1	-13	/	-8	-16	-4	103	13	115	1.2
CSc1ccccc1NC(=O)CN(Cc1ccc(Cl)cc1)S(C)(=O)=O	1.1	0	-0.23	-6	-3	2	102	0	100	0.96
COc1ccc(/C=C2/C(=O)N=C(N)N2C)cc1OC	1	1	0.23	-1	1	8	100	-1	99	0.89
CCOc1nc(-c2ccccc2)ccc1-c1noc(COc2ccccc2)n1	1.1	0	/	-5	4	-10	112	0	98	1.1
CN(c1ccc(OCC(=O)NCc2cccnc2)cc1)S(=O)(=O)c1ccc(Cl)cc1	1	-10	-0.5	-3	2	-2	103	10	96	1.1
CCC(C)N1C(=O)S/C(=C/c2ccc(N3CCOCC3)cc2C)C1=O (stereo unspecified)	1	-61	-1.2	1	-36	1	103	61	132*	0.5
Cc1cc(=O)c2c(O)c(O)ccc2o1	1.1	-2	/	-9	16	-2	106	2	86	1
O=C(COc1ccccc1-c1ccccc1)N/N=C/c1ccc2ccccc2c1	1.1	96*	/	-6	-2	-23	117	-96	102	3.1
O=C(Cc1cc(C(=O)O)c2ccccc2n1)Nc1ccccc1	0.9	12	0.82	8	-8	13	90	-12	106	1.4
O=C1C2CC=C(Cl)CC2C(=O)N1CCc1ccccc1 (stereo unspecified)	1.1	-11	/	-7	6	10	95	11	95	1.4
COc1ccc(CCNC(=O)CCNS(=O)(=O)c2cccc3nonc23)cc1OC	1.1	9	-0.41	-5	7	4	102	-9	94	0.81
NC(=O)CCSC(=S)N1CCOCC1	1	-28	0.82	-3	4	9	102	28	96	1.1
c1ccc(Oc2nnc(-c3cccs3)c3ccccc23)cc1	1.1	11	0.39	-6	-2	9	96	-11	102	1
Cc1ccc(S(=O)(=O)c2nc(Nc3ccccc3N3CCOCC3)sc2Cl)cc1	1	-13	/	3	8	-5	105	13	93	0.91
COc1ccc(Cc2nc(-c3ccc(Cl)cc3)no2)cc1	1.1	-27	/	-8	-6	2	100	27	106	1.4
CC1Cc2ccccc2N1C(=O)Cn1nnc(-c2ccccc2NC(=O)C2CCC2)n1 (stereo unspecified)	1.1	-4	/	-7	4	4	99	4	100	0.7
CN(NC(=O)c1cccc(Cl)c1)c1nc(-c2ccccc2)nnc1C(F)(F)F	1	-1	/	0	7	2	103	1	93	1.3
O=C1CC(c2cccc(Br)c2)C2=C(COC2=O)N1 (stereo unspecified)	1	-126	-0.17	-4	9	-5	106	126	92	1.2
CN(CC(=O)O)S(=O)(=O)c1ccc2c(c1)NC(=O)CC(=O)N2	1	-32	0.47	1	-10	-1	107	32	108	1
Cn1c(SC/C=C/c2ccccc2)nnc1-c1cccs1	1	-4	/	-4	2	22	85	5	99	1.5
COc1ccc(CNCC(O)COCc2cccs2)cc1 (stereo unspecified)	1.1	2	/	-7	8	4	100	-2	93	0.93
COC(=O)c1ccc(N2CCN(S(=O)(=O)c3ccc4ccccc4c3)CC2)c([N+](=O)[O-])c1	1	/	/	-5	14	19	89	/	88	0.86
O=S(=O)(/N=C(/Nc1ccc(F)cc1F)c1ccccc1)c1ccc(Br)cc1	1	2	/	-3	3	-7	112	-1	97	0.93
CCn1cc(C(=O)Nc2sc(C)c(C)c2C(=O)OC)cn1	1.1	-1	-0.18	-8	9	-13	115	1	92	1.1
CCCn1c(=N)n(CCOc2ccc(OC)cc2)c2ccccc21	1	-15	/	-5	12	7	99	15	89	0.88
O=C(CSCc1ccccc1Cl)NN1C(=O)c2ccccc2C1=O	1	-3	/	-3	-3	8	97	3	103	1.2
Cc1ccc(C)c(NS(=O)(=O)c2cc(C(=O)Nc3ccccc3-c3ccccc3)ccc2C)c1	1	-5	/	-5	4	20	92	5	96	1.1
CCCn1c(C(C)NC(=O)c2ccccc2)nc2ccccc21 (stereo unspecified)	1.1	10	/	-8	1	5	99	-10	99	1.2
O=C(COC(=O)c1cc2c(s1)CCCC2)Nc1ccc(Cl)cn1	1.1	-4	/	-6	4	2	95	4	96	1.2

Next results
SMILES	FLuc act counter	APP transl inh	ROMK mod	FLuc inh counter	STAT1 blocker	STAT3 blocker	STAT3 activator	APP 5'UTR act	STAT1 act	NF-kB neuron act
N#Cc1ccc(CSc2nnc(-c3ccccc3)n2Cc2ccco2)cc1	1	-10	/	-3	7	10	95	10	94	0.76
CN(CCCNC(=O)CSc1cc(=O)n(C)c2cc(Cl)ccc12)Cc1ccccc1	1	13	/	-5	3	5	100	-13	95	0.95
CCOC(=O)c1cc2c(=O)n3cccc(C)c3nc2n(CCOC)c1=NC(=O)c1ccncc1	/	7	-1.3	/	1	-1	105	-7	99	/
COC(=O)c1ccccc1NC(=O)c1nc2nc(C)cc(C(F)F)n2n1	1	10	/	-3	-2	-1	101	-10	102	0.89
NC(=O)CC[C@@H]1NC(=O)[C@@H]2CCCN2C(=O)c2cc([N+](=O)[O-])cc(F)c2NCCC[C@@H](C(N)=O)NC1=O	1.1	-24	0.66	-5	-6	1	97	24	105	1.3
CCC(C(=O)OCC(=O)Nc1c(Cl)cc(Cl)cc1Cl)c1ccccc1 (stereo unspecified)	1	-10	/	-1	2	2	103	10	98	0.85
O=C(NCc1ccccc1)c1c(F)c(F)c(F)c(F)c1F	1	7	/	2	-6	1	99	-7	105	0.86
Cc1ccc(CCNc2ccccc2C)cn1	1.1	10	0.37	-8	-1	24	81	-10	101	1.4
CSCCC(NS(=O)(=O)c1ccc2[nH]c(=O)c(=O)[nH]c2c1)C(=O)O (stereo unspecified)	1	-6	1.6	3	-5	4	98	6	103	1.1
CC(C)OC(=O)C1CC(C)(O)C(=O)C(C(=O)OC(C)C)C1c1ccc([N+](=O)[O-])cc1 (stereo unspecified)	1	-10	0.5	2	8	6	96	10	92	0.97
Cc1c(NC(=O)/C=C/c2cccs2)c(=O)n(-c2ccccc2)n1C	1	-10	0.52	-4	-6	0	106	10	105	1
CCC(C(=O)Nc1ccccc1C(=O)N1CCOCC1)N1C(=O)c2ccccc2C1=O (stereo unspecified)	1	0	1	-2	0	2	104	0	100	0.97
CN(C(=O)c1c(Cl)cnn1C)C12CC3CC(CC(C3)C1)C2	1	-2	/	-2	6	7	98	2	95	1.1
NS(=O)(=O)c1ccc(NC(=O)/C=C/c2cn(-c3ccccc3)nc2-c2cccc(Cl)c2)cc1	1	6	-0.58	0	-10	15	93	-6	108	1
CN1CCN(C(=O)c2ccc(CN(c3ccccc3)S(=O)(=O)c3ccccc3)cc2)CC1	1.1	0	0.078	-10	3	-2	108	0	97	/
Cc1cc(NC(NC(=O)c2ccco2)(C(F)(F)F)C(F)(F)F)no1	1	9	/	-4	10	1	109	-9	91	1.1
Oc1oc(-c2ccccc2Br)nc1C=Nc1ccc(Br)cn1	1	-18	0.59	3	-6	8	100	18	106	1.4
CCOc1cccc(OCCOc2ccc(C(=O)c3ccccc3)cc2)c1	1	6	/	-3	-6	-5	107	-6	105	0.94
CCC(=O)NCCCCCCNC(=O)CC	1.1	-13	0.56	-5	2	9	97	13	98	1.6
CCn1c(SCCC(=O)O)nnc1-c1cccnc1	1	-9	/	-3	4	-1	106	9	97	1.2
O=C(N/N=C/c1coc2ccccc2c1=O)c1cc2ccccc2o1	1.1	1	1.6	-7	2	4	98	-1	97	1.2
